AGP1-GFP MLPCN: yeast TOR pathway AGP1-GFP modulation. 320,000 compounds, 0.02% hits. S. cerevisiae AGP1-GFP multiplex flow cytometry, 3 h; GFP as percent of DMSO wells. AID 2066. GFP response vs DMSO, % at 10 µM;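 active = GFP response relative to DMSO above a set limit, near screen average plus 3 SD, cut at about 150% in these data; inconclusive = fewer than 70 cells counted for the yeast strain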;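 note: median GFP channel fluorescence of the gated AGP1 strain per well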
MEX-5 binding: C. elegans MEX-5 TCR-2 RNA binding activity; Q9XUB2; MEX-5/FITC-TCR2 RNA binding, fluorescence polarization; hits give low values; activity score (negative = inhibition of binding), % at 10 µM; 300,000 compounds, 0.38% hits;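 active = inhibition past about -25% in most replicates, and total fluorescence under double the plate's negative control median, limit read from the data; inconclusive = replicates evenly split on the limit, or fluorescence at least double controls; inactive = too little inhibition in most replicates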;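 note: 0% = DMSO and -100% = 5 µM competing unlabeled TCR2 RNA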
Target sequence (Q9XUB2 whole entry, looked up): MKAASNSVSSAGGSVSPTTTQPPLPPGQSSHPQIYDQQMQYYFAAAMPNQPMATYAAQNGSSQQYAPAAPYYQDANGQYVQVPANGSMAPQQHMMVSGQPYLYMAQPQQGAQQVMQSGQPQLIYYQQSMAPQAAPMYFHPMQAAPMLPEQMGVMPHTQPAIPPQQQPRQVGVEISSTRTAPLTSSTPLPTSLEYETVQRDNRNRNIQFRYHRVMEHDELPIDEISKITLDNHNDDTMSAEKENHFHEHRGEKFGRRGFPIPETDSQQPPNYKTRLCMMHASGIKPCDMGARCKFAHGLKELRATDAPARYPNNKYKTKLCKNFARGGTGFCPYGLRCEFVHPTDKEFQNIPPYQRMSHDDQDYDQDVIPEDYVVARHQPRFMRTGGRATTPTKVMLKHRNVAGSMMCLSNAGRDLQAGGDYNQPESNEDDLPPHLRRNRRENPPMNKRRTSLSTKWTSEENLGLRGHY
Fam108B counter: blocks mouse Fam108B hydrolase in RBBP9 counter-screen; recombinant Fam108B, FP-Rh probe fluorescence polarization; inhibition, % at 9.51 µM; 300,000 compounds, 0.33% hits; AID 1947;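 active = inhibition above the screen mean inhibition plus 3 SD, computed separately per campaign, cut at about 18% in these data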;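 note: inhibitors lower polarization as less probe binds the enzyme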
VLA-4 inh: inhibition in a human VLA-4 binding assay. P13612. VLA-4 expressing cells, ligand binding flow cytometry. inhibition, % (about 7 µM as worked out from the volumes in the protocol). 330,000 compounds, 0.2% hits. AID 2557; in the data active = inhibition above about 50%
BCLXL inh: blocks human Bcl-xL binding to Bim BH3 peptide; Q07817; GST-Bcl-xL / FITC-Bim BH3 peptide fluorescence polarization; inhibition, % at 10.9 µM; 320,000 compounds, 0.7% hits; AID 2129;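 active = inhibition above the mean of all tested compounds plus 3 SD, cutoff set per campaign, cut at about 30% in these data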;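 note: 0% = DMSO wells and 100% = unlabeled Bim-BH3 peptide competitor; inhibitors lower millipolarization by displacing the labeled peptide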
Target sequence (Q07817 whole entry, looked up): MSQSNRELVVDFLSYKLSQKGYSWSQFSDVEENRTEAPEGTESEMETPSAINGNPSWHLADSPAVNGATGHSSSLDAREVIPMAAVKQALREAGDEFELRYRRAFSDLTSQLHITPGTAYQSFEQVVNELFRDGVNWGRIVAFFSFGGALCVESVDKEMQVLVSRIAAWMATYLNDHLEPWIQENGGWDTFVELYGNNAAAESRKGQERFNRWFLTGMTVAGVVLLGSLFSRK
CIT2 TOR yeast: yeast TOR pathway CIT2-GFP modulation; S. cerevisiae CIT2-GFP strain, flow cytometry, 3 h; 100 means same as DMSO wells; 320,000 compounds, 0.065% hits; GFP response vs DMSO, % at 10 µM;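 active = GFP response relative to DMSO above a set limit, near the screen mean plus 3 SD, cut at about 150% in these data; inconclusive = Fewer than 70 cells measured for a yeast strain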;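 note: ratio of well median GFP fluorescence to mean of DMSO wells on the plate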
MCL1 BIM primary: inhibitors of human MCL1 binding to BIM-BH3 peptide | Q07820 | GST-MCL1 / FITC-Bim-BH3 fluorescence polarization | inhibition, % at 10.9 µM | 320,000 compounds, 0.68% hits | AID 2057;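 active = inhibition above the mean inhibition of all tested compounds plus 3 SD, set per campaign, cut at about 40% in these data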;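 note: 0% = DMSO wells and 100% = unlabeled Bim-BH3 peptide control; higher means more loss of mP so more displacement of Bim peptide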
Target sequence (Q07820 whole entry, looked up): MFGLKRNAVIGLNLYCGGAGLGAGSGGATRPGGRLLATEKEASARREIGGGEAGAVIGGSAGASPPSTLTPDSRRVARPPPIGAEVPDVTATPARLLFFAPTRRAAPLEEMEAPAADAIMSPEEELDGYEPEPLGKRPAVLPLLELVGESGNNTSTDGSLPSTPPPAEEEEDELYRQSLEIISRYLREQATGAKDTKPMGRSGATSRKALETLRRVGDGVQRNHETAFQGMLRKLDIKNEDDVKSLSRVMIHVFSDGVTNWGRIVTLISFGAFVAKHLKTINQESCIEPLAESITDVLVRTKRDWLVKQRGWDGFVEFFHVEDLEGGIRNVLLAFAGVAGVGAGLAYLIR
GLD-1 TGE inh: GLD-1-TGE RNA interaction inhibition (C. elegans); 320,000 compounds, 0.44% hits; purified GLD-1 + fluorescein TGE RNA, fluorescence polarization; Q17339; AID 2280; inhibition, % at 5.96 µM;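 active = percent inhibition above a per-plate cutoff, the plate mean of test compounds plus 3 SD, cut at about 30% in these data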;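 note: 0% = DMSO wells with GLD-1 and probe and 100% = wells lacking GLD-1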
GRK2 inh: human GRK2 inhibition via aptamer displacement; bead flow cytometry, FAM-aptamer displacement from GRK2; inhibition of aptamer binding, % at 10 µM; 330,000 compounds, 0.59% hits; AID 488847;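 active = inhibition of aptamer binding above 40%, roughly 3 SD of noise, on plates passing a quality check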;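 note: median bead fluorescence of bound FAM aptamer so fluorescent compounds give negative values; no value below 0 was filed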
The depositor's hits bear a star; ? = inconclusive; / = no result given; [ ] = dose if it differs, or a comment.

1: COc1ccc2cc(C3CC(c4ccco4)=NN3S(C)(=O)=O)c(Cl)nc2c1 (centres undefined)
2: CCOC(=O)CC(NC(=O)Cc1ccc(F)cc1)c1ccccc1Cl (centres undefined)
3: O=C(O)c1ccc2c(c1)CCCN2
4: O=C(CSc1ccccc1)Nc1ccc2c(c1)OCCO2
5: O=C(O)[C@H]1CCC(=O)N1Cc1ccco1
6: COc1ccc(C(=O)NC(C)CCn2cccn2)cc1OC1CCN(C(C)C)CC1 (centres undefined)
7: CC(=O)c1cccc(NC(=O)N2CCCC2C(=O)Nc2ccc3c(c2)OCO3)c1 (centres undefined)
8: COCCCNc1nc2c(c(=O)n(Cc3cccc(Br)c3)c(=O)n2C)n1C

assay / compound	1	2	3	4	5	6	7	8
AGP1-GFP MLPCN	109	101	108	96	101	79	109	102
MEX-5 binding	-2.4	-0.7	-1.5	1.0	-0.1	-4.9	2.8	-0.9
Fam108B counter	2	-3	0	5	-2	3	2	-2
VLA-4 inh	27	0	5	1	-2	-11	8	23
BCLXL inh	15	1	-1	5	7	6	-1	3
CIT2 TOR yeast	109	93	97	90	106	79	100	96
MCL1 BIM primary	13	3	-5	6	0	9	2	5
GLD-1 TGE inh	3	0	4	-4	10	2	5	1
GRK2 inh	1	1	3	0	6	0	0	15

9: CCOC(=O)C(C)NC(=O)CCc1nnc2ccc(N3CCCCC3)nn12 (centres undefined)
10: CN1C(=O)N(C)C2(c3ccccc3)NNC(N)=NC12c1ccccc1 (centres undefined)
11: COc1ccc(NC(=O)CCC(=O)OC(C(=O)c2ccccc2)c2ccccc2)cc1 (centres undefined)
12: O=C(COC(=O)c1ccccc1F)NCc1ccc2c(c1)OCO2
13: Cc1ccc(CNC(=O)C2CC3Cn4c(nc5cc(Cl)c(Cl)cc54)C3N2C)o1 (centres undefined)
14: Cc1cc2cc(CCNC(=O)c3ccc(S(=O)(=O)N4CCCC4)cc3)c(=O)[nH]c2cc1C
15: CC(C)(C)c1[nH]nc2c1C(c1ccoc1)C(C#N)=C(N)O2 (centres undefined)
16: O=C(Cn1cnc2c(oc3nc4c(cc32)CCCC4)c1=O)Nc1ccccc1

assay / compound	9	10	11	12	13	14	15	16
AGP1-GFP MLPCN	95	105	105	101	102	100	91	94
MEX-5 binding	0.1	-2.7	0.7	/	3.0	-0.5	-0.4	2.0
Fam108B counter	-3	-1	-1	/	-2	-1	2	-5
VLA-4 inh	2	0	5	0	36	4	1	21
BCLXL inh	1	-8	3	/	0	-7	-3	3
CIT2 TOR yeast	92	98	113	111	98	94	84	98
MCL1 BIM primary	0	-7	4	/	-3	1	-5	-3
GLD-1 TGE inh	1	0	2	-2	3	3	-1	-4
GRK2 inh	0	0	34	0	3	3	2	3

17: COc1cc(NC(=O)CC(C)S(=O)(=O)c2cc3c(cc2C)NC(=O)CO3)cc(OC)c1OC (centres undefined)
18: CC(=O)n1cc(N(C(=O)CCl)c2ccccc2)c2ccccc21
19: FC(F)(F)c1cc(Oc2ccc(Cl)cc2)nc(-c2ccccn2)n1
20: COC(=O)c1nn(-c2nc(-c3ccc(OC)c(OC)c3)cc(C(F)(F)F)n2)cc1[N+](=O)[O-]
21: CCOC(=O)C(=CNc1cccnc1Oc1ccc(C)c2c1CCC2)C(=O)OCC
22: CC1CC(NC(=O)CCn2c(=O)oc3ccccc32)CC(C)(C)C1 (centres undefined)
23: O=S1(=O)NC(c2ccccc2)CC(CC2CCCCC2)O1 (centres undefined)
24: COc1ccc(-c2nn(C)c(=O)c3ccccc23)cc1CNC(=O)c1ccco1

assay / compound	17	18	19	20	21	22	23	24
AGP1-GFP MLPCN	103	134	104	104	96	99	75	110
MEX-5 binding	0.3	0.7	1.6	-0.3	-3.3	/	-0.5	0.1
Fam108B counter	0	-4	-1	0	-7	1	3	10
VLA-4 inh	5	18	-5	0	-2	1	3	-11
BCLXL inh	4	1	1	4	6	-2	2	7
CIT2 TOR yeast	102	99	99	95	90	93	61	104
MCL1 BIM primary	-2	-2	-4	1	0	-1	-1	11
GLD-1 TGE inh	8	5	1	-10	2	4	3	-2
GRK2 inh	0	3	0	4	2	11	0	3

25: COc1ccc(C2C(C#N)=C(C)NC3=C2C(=O)CC(C)(C)C3)cc1 (centres undefined)
26: CCCCn1c(N)c(N(CCOC)C(=O)c2cc(-c3ccccc3Cl)nc3ccccc23)c(=O)[nH]c1=O
27: O=C(NC(=S)Nc1ccc(Cl)cc1)c1ccccc1
28: COC(=O)NC1(C(F)(F)F)C(=O)NC(C)=C1C(=O)OC (centres undefined)
29: Nc1nc(-c2ccco2)cs1
30: Oc1ccc(Br)cc1-c1cc(-c2ccco2)[nH]n1
31: COC(=O)C1=C(CSc2nc3ccccc3s2)NC(=O)NC1c1ccc(F)cc1 (centres undefined)
32: CCN/C=C(\C#N)S(=O)(=O)c1ccc(Br)cc1

assay / compound	25	26	27	28	29	30	31	32
AGP1-GFP MLPCN	106	98	101	102	103	88	98	105
MEX-5 binding	-3.2	-0.9	0.6	2.4	0.3	1.0	-2.4	-1.7
Fam108B counter	-1	-1	1	2	0	-1	-5	-2
VLA-4 inh	4	-41	5	4	0	7	3	4
BCLXL inh	0	-4	2	-2	10	-4	0	-1
CIT2 TOR yeast	104	87	92	92	105	107	95	93
MCL1 BIM primary	-2	-18	4	0	10	-10	-13	0
GLD-1 TGE inh	7	-3	0	3	10	0	-2	5
GRK2 inh	2	2	6	1	3	1	17	1

33: Cc1ccc(SCc2cn3c(C)csc3n2)cc1
34: Cc1ccc(C(=O)N[C@H](C(=O)OCC(=O)Nc2cccc(S(N)(=O)=O)c2)C(C)C)cc1
35: Cc1nnc(SCC(=O)NCc2ccc(F)cc2)[nH]c1=O
36: COc1cc2c(cc1OC)C(c1cc(Br)ccc1F)N(C(=O)CCl)CC2 (centres undefined)
37: CC(Oc1ccccc1F)C(=O)NNC(=O)c1cc2ccccc2o1 (centres undefined)
38: CCN(CC)C(=O)C(=O)Nc1ccc(F)c(Cl)c1
39: Cc1ccc(NS(=O)(=O)c2ccc(C(=O)NCC(c3ccco3)N(C)C)cc2)cc1 (centres undefined)
40: O=C(Cc1ccc(Br)cc1)NC1CCSC1=O (centres undefined)

assay / compound	33	34	35	36	37	38	39	40
AGP1-GFP MLPCN	96	106	93	78	105	97	95	98
MEX-5 binding	-2.6	0.5	1.2	-0.7	-4.4	0.4	-3.1	0.7
Fam108B counter	0	-2	3	-5	2	3	-3	2
VLA-4 inh	15	-5	-6	28	7	8	14	0
BCLXL inh	1	0	6	4	-4	7	8	0
CIT2 TOR yeast	89	107	90	84	114	101	99	92
MCL1 BIM primary	2	2	14	4	-2	1	13	-2
GLD-1 TGE inh	-8	8	5	-8	-1	5	5	0
GRK2 inh	0	0	1	8	2	0	0	0

41: O=c1[nH]c(C2CCCN(S(=O)(=O)c3ccccc3)C2)nc2c1nnn2Cc1ccc(OC(F)(F)F)cc1 (centres undefined)
42: CN(CCO)c1nc(N)c2c(N)nc3c(c2c1C#N)CC(=O)N3C1CCCC1
43: NC(=O)c1ccc(-c2ncc(-c3ccccc3)o2)cc1
44: COc1ccc(-c2cc(-c3nnc(COC(=O)c4ccc(O)cc4)o3)c3ccccc3n2)cc1OC
45: O=C(CSc1ncn[nH]1)CSc1ncn[nH]1
46: Cc1cnc(C(=O)Nc2ccccc2C(=O)N2CCOCC2)cn1
47: O=S(=O)(c1ccc(N2CCOCC2)nc1)N(Cc1ccccn1)Cc1ccccn1
48: Cc1cc(-c2onc(C)c2C(=O)Nc2ccc(C(F)(F)F)cc2)no1

assay / compound	41	42	43	44	45	46	47	48
AGP1-GFP MLPCN	98	94	88	97	112	100	22[may fluoresce violet]	101
MEX-5 binding	3.1	-4.7	0.4	-0.6	45	-2.4	-1.7	0.6
Fam108B counter	1	13	0	-18	3	1	2	0
VLA-4 inh	-4	-4	2	7	12	18	8	26
BCLXL inh	-1	26	7	-4	5	-2	5	-4
CIT2 TOR yeast	106	92	97	97	106	98	?	105
MCL1 BIM primary	0	38	5	-13	-5	2	6	3
GLD-1 TGE inh	2	-1	-2	8	0	-5	7	2
GRK2 inh	2	0	0	0	0	0	2	5

49: COc1cc(C(=O)NCc2nnc(SCC(=O)Nc3cc(C)on3)o2)cc(OC)c1OC
50: CC(C)(CNC(=O)c1ccc(S(=O)(=O)Nc2cccc(C(F)(F)F)c2)cc1)N1CCOCC1
51: O=C(O)CCCC(=O)Nc1ccccc1SCCS(=O)(=O)c1ccc(Cl)cc1
52: O=C(NCC1CCCO1)c1ccc(NC(=O)C2CC=CCC2C(=O)O)cc1 (centres undefined)
53: COc1ccc(NS(=O)(=O)c2ccc(N3CCCCC3)c(N)c2)cc1
54: Cc1cc(Cl)ccc1OCC(=O)NCCOc1nc(N2CCCCC2)nc(N2CCOCC2)n1
55: COc1ccc(Cc2nc3ccc(C(=O)NCCc4ccncc4)cc3o2)cc1OC
56: CCN(C(=O)CN1CCN(S(=O)(=O)c2ccccc2C(F)(F)F)CC1)c1c(N)n(Cc2ccccc2)c(=O)[nH]c1=O

assay / compound	49	50	51	52	53	54	55	56
AGP1-GFP MLPCN	94	98	93	104	103	/	94	98
MEX-5 binding	-0.6	/	3.9	-0.3	/	1.8	-3.0	0.4
Fam108B counter	-1	/	/	2	/	4	0	4
VLA-4 inh	-1	5	-9	16	-4	0	-12	1
BCLXL inh	1	2	/	2	2	5	4	4
CIT2 TOR yeast	94	98	102	103	105	86	109	103
MCL1 BIM primary	5	6	/	-3	6	5	-1	11
GLD-1 TGE inh	3	10	/	-4	3	10	0	-2
GRK2 inh	74*	0	1	0	0	0	0	9

Just GRK2 inh, CIT2 TOR yeast and MEX-5 binding, for 4 of the compounds above:
entry	canonical_smiles	GRK2 inh	CIT2 TOR yeast	MEX-5 binding
52	O=C(NCC1CCCO1)c1ccc(NC(=O)C2CC=CCC2C(=O)O)cc1 (centres undefined)	0	103	-0.3
53	COc1ccc(NS(=O)(=O)c2ccc(N3CCCCC3)c(N)c2)cc1	0	105	/
54	Cc1cc(Cl)ccc1OCC(=O)NCCOc1nc(N2CCCCC2)nc(N2CCOCC2)n1	0	86	1.8
55	COc1ccc(Cc2nc3ccc(C(=O)NCCc4ccncc4)cc3o2)cc1OC	0	109	-3.0

Following part.
57: CCC1(c2ccccc2)NC(=S)N(c2cccc(C)c2C)N1 (centres undefined)
58: Cc1ccc(CNC(=O)Nc2ccc(OC(F)(F)F)cc2)n1C
59: NS(=O)(=O)c1cccc(NC(=O)COC(=O)CCSc2ccccc2)c1
60: Cc1csc(NC(=O)CSC2=NS(=O)(=O)c3cc(F)ccc3N2)n1
61: CC(C(=O)Nc1ccccc1C(=O)N1CCOCC1)N(c1ccc(Cl)cc1)S(C)(=O)=O (centres undefined)
62: O=C(NCc1ccccc1)c1ccc2c(c1)OCCO2

assay / compound	57	58	59	60	61	62
AGP1-GFP MLPCN	104	97	97	88	103	101
MEX-5 binding	-1.7	-1.1	1.2	-0.4	2.2	1.6
Fam108B counter	1	3	-8	0	2	5
VLA-4 inh	8	4	2	9	20	-6
BCLXL inh	7	1	-6	4	1	4
CIT2 TOR yeast	102	103	95	89	112	114
MCL1 BIM primary	1	-10	-16	1	4	6
GLD-1 TGE inh	-4	-5	-6	-7	4	-7
GRK2 inh	0	2	1	0	0	0

Screening results: PubChem BioAssay, several laboratories
